# Source: PubChem (Broad Institute)
# MEX-5 binding = C. elegans MEX-5 TCR-2 RNA binding activity | Q9XUB2 | activity score (negative = inhibition of binding), % at 10 µM | MEX-5/FITC-TCR2 RNA binding, fluorescence polarization; stronger effect = lower value | hit rate 0.38% among 300,000 | AID 1832;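 active means inhibition past about -25% in most replicates, and total fluorescence under double the plate's negative control median, limit read from the data; inconclusive means replicates evenly split on the limit, or fluorescence at least double controls; inactive means too little inhibition in most replicates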;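 further: 0% = DMSO and -100% = 5 µM competing unlabeled TCR2 RNA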
# Target sequence (Q9XUB2 whole entry, looked up): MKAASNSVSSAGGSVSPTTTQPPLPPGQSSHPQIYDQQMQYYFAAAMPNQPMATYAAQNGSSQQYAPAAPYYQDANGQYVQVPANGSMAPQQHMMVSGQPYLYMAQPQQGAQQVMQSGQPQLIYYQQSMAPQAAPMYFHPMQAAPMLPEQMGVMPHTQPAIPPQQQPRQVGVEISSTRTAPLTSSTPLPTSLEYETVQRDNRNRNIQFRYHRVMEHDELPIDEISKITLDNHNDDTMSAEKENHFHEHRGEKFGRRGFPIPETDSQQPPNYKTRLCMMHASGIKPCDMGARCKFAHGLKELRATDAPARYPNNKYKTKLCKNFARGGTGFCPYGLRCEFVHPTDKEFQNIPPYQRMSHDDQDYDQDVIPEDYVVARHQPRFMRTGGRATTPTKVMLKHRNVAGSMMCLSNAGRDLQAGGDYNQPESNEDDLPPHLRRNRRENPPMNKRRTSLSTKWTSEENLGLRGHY
# An asterisk follows results filed as active; u = inconclusive.
mol | MEX-5 binding
COc1ccccc1N(CC(=O)Nc1ccccc1C(=O)N1CCCC1)S(C)(=O)=O | -0.9
Cn1cc(Br)c(C(=O)N2CCCCCC2)n1 | -0.2
Cn1ccc(C(=O)N/N=C/c2ccncc2)n1 | 1.2
CC(C)CC(C(=O)Oc1ccc2c3c(c(=O)oc2c1)CCC3)N1C(=O)c2ccccc2C1=O (stereo not drawn) | 1.1
Cc1ccccc1CCNC(=O)C1CCN(S(=O)(=O)c2ccc(-n3cnnn3)cc2)CC1 | -1.4
COc1nc(N/N=C/c2ccc(-c3cccc([N+](=O)[O-])c3)o2)nc(N2CCOCC2)n1 | -0.7
CCCCN(CCCC)CCNC(=O)Cc1nc2c(c(=O)[nH]c(=O)n2C)n1C | 1.0
O=C1CCCN1CCCN=c1c([N+](=O)[O-])nn(-c2ccc(Cl)cc2)n1O | -0.7
CCOc1ccc(C(=O)NC(=S)Nc2ccc(N3CCC(C)CC3)cc2)cc1[N+](=O)[O-] | 1.9
COc1ccc(-c2cccc(C3CC=CC4C3C(=O)N(Cc3ccccc3)C4c3cc(C)ccc3F)c2)cc1 (stereo not drawn) | -0.9
COc1ccc(S(=O)(=O)N2CCOC23CCN(S(=O)(=O)c2cccs2)CC3)cc1 | 1.5
COC(=O)c1cc([N+](=O)[O-])c(-n2cncn2)c([N+](=O)[O-])c1 | -3.0
Cc1ccc(O)c(N=Cc2cc(Cc3ccccc3)cc([N+](=O)[O-])c2O)c1 | 1.6
CC(C)C(c1nnnn1CCc1ccccc1)N1CCN(C(=O)c2ccco2)CC1 (stereo not drawn) | -4.1
C=C(C)CSc1nnc2n(Cc3ccccc3)c(=O)c3c4c(sc3n12)CCC4 | 0.8
O=C(OCc1cccc2ccccc12)c1ccc2c(=O)[nH]c(CN3CCOCC3)nc2c1 | 2.2
COc1ccc(C2/C(=C(/O)c3ccc4c(c3)CC(C)O4)C(=O)C(=O)N2CCN2CCOCC2)cc1OC (stereo not drawn) | 1.4
O=C(CCN1C(=O)c2ccccc2S1(=O)=O)NCc1ccccc1Cl | -0.4
Cc1nc2c(cnn2-c2ccc(Cl)cc2)c(=O)n1-c1ccc(N2CCC(C)CC2)cc1 | 2.0
O=C(O)c1cc(Sc2ccc(Br)cc2)nc2ccccc12 | 0.1
CC(=O)Nc1sc(N/N=C/c2ccc(N(C)C)cc2)nc1-c1ccc(C)cc1 | -1.3
Cc1cn(C(=O)CN2C(=O)c3ccccc3C2=O)c(C)n1 | -0.1
CC1=N/C(=C/c2ccco2)C(=O)O1 | u
COc1cc(OC)cc(-c2nc(-c3cc4cc(C)ccc4nc3OC)no2)c1 | -3.5
O=c1c2c3c(sc2nc2sc(CN4CCOCC4)cn12)CCCC3 | -1.4

# Quoted at random: 3 records from the list, in no set order.
mol | MEX-5 binding
COc1nc(N/N=C/c2ccc(-c3cccc([N+](=O)[O-])c3)o2)nc(N2CCOCC2)n1 | -0.7
Cc1ccc(O)c(N=Cc2cc(Cc3ccccc3)cc([N+](=O)[O-])c2O)c1 | 1.6
COc1cc(OC)cc(-c2nc(-c3cc4cc(C)ccc4nc3OC)no2)c1 | -3.5

# Next compounds follow.
mol | MEX-5 binding
Cn1c(N2CCCCC2)nc2c1c(=O)n(Cc1cccc(Br)c1)c(=O)n2C | -1.5
CC1CN(S(=O)(=O)c2cccc(C(=O)Nc3ccc(S(=O)(=O)Nc4ncccn4)cc3)c2)CC(C)O1 (stereo not drawn) | 3.3
Cc1cc2nc(-c3ccccn3)c(-c3ccccn3)nc2cc1C | 0.7
Cc1ccc(-c2nnc(N3CCOCC3)c3ccccc23)cc1S(=O)(=O)N(C)C | 0.7
COc1ccc(N2CCN(C3CCCN(C(=O)CCN4CCCCO4)C3)CC2)cc1 (stereo not drawn) | 3.1
COc1cc(/C=N/Nc2ccc(C(F)(F)F)cn2)cc(OC)c1O | -3.0
CCN(CC)Cc1cc(O)c(CN(CC)CC)cc1O | -38.5*
Cc1nn(-c2ccccc2)c2sc(C(=O)N(CC(=O)NC3CCCC3)Cc3ccco3)cc12 | -0.8
COc1ccc(/C=C/C(=O)c2ccc(C(=O)/C=C/c3ccc(OC)c(OC)c3)cc2)cc1OC | 3.5
O=C(/C=C/c1ccc2c(c1)OCO2)NCCSCc1ccc(Cl)cc1Cl | 1.7
O=C1CC(c2ccccc2)n2nc(NC(=O)c3cccnc3)nc2N1 (stereo not drawn) | 0.4
O=C(O)COc1ccccc1C(Nc1cccnc1)c1cc(Cl)c2cccnc2c1O (stereo not drawn) | -58.7*
O=S(=O)(c1cccc2ccccc12)N1CCCCC1 | -0.7
O=C(Cc1nc2ccccc2[nH]c1=O)c1ccccc1 | -61.3*
O=C(CN(Cc1ccco1)C(=O)CNS(=O)(=O)c1ccccc1)NC1CCCCC1 | 2.3
CCCCCCN(C(=O)CCCCCN1C(=O)NC(c2ccc(C(C)(C)C)cc2)C(C(=O)OCc2ccccc2)=C1C)C(C(=O)NCCCC)c1ccc(OCC(=O)OC)c(C(=O)OC)c1 (stereo not drawn) | -0.3
COc1ccccc1Nc1nc(NCCO)c2ccccc2n1 | 2.4
O=c1[nH]c2ccccc2nc1/C=C/c1ccc(O)cc1 | 1.1
COc1ccc(CCNC2CC(=O)N(CCc3ccc(OC)c(OC)c3)C2=O)cc1OC (stereo not drawn) | 0.4
CC(=O)NC(CC(C)C)C(=O)NC(Cc1ccccc1)C(N)=O (stereo not drawn) | -0.1
CS(=O)(=O)c1ncc(Cl)c(C(=O)Nc2ccc3ccccc3c2)n1 | -0.5
CCc1c(C)sc(NC(=O)c2ccco2)c1C#N | -1.6
CCOC(=O)c1c(NC(=S)Nc2ccc(Cl)cc2)sc(C)c1C | 1.4
CC(=O)N1CCN(c2c(F)c(F)c(C(F)(F)F)c(F)c2F)CC1 | 1.5
O=[N+]([O-])c1ccc(C2=NN(c3ccccc3)C(c3ccco3)C2)cc1 (stereo not drawn) | 2.5

# Next section
mol | MEX-5 binding
CC(=O)NC(Cc1ccccc1F)C(=O)NC1CCN(S(=O)(=O)c2ccccc2)CC1 (stereo not drawn) | -0.5
O=C1c2ccccc2C(=O)C12Cc1ccccc1N1CCN(c3ccccc3)CC12 (stereo not drawn) | -2.0
O=C(NCc1ccc2c3c(cccc13)C(=O)N2)c1cccs1 | 1.3
N=c1n(Cc2ccccc2)c2ccccc2n1CC(O)COc1ccc(Cl)cc1Cl (stereo not drawn) | 2.0
COC(=O)c1[nH]c2cccc(OC)c2c1NC(=O)CCN1CCN(c2ccccc2F)CC1 | 0.7
CCOC(=O)c1c(-c2ccccc2)csc1NC(=S)N(CC)CC | 1.6
COc1ccc(O)c(/C=C(\C#N)C(=O)Nc2ccccn2)c1 | -1.8
O=C(Cn1cnc2ccccc2c1=O)c1ccc(Cl)cc1 | -0.4
Cc1cccc(C2C3=C(Nc4[nH]n(-c5ccccc5)c(=O)c42)c2ccccc2C3=O)c1 (stereo not drawn) | -8.6
Cc1cc(OC(=O)c2ccccc2)c([N+](=O)[O-])c(=O)[nH]1 | 1.2
CC(C)C(C(=O)N1CCN(C(=O)OC(C)(C)C)CC1)n1cc(-c2cn([C@@H](C)C(=O)N3CCN(C(=O)OC(C)(C)C)CC3)nn2)nn1 (stereo partly drawn) | -2.7
COCCn1nnnc1CN(CCCN1CCOCC1)Cc1cc2c(C)ccc(C)c2[nH]c1=O | -2.9
CSc1nc(N(CCO)CCO)c2sc3nc(-c4ccco4)c4c(c3c2n1)CCC4 | 1.1
CC1CCC(C(=O)NC(C(=O)NCCN2CCC(C)CC2)C(C)C)CC1 (stereo not drawn) | -2.3
COc1ccc(/C=C(\NC(=O)c2ccccc2Cl)C(=O)NCCCC(=O)O)cc1 | -6.3
CCOC(=O)c1sc(-c2ccc(OC)cc2)cc1NC(C)=O | 3.3
O=C(N/N=C/c1cc2c3c(c1O)CCCN3CCC2)c1ccccc1O | -2.3
COCc1cc(S(=O)c2ccc(Cl)cc2)nc(C)n1 (stereo not drawn) | 0.9
COc1ccc(Nc2nc3c(C)cccn3c(=O)c2C=O)cc1 | -2.4
C=CCOc1ccc(/C=C2\SC(=S)N(C(C(=O)O)c3ccccc3)C2=O)cc1 (stereo not drawn) | -5.2
Cn1c(O)c(C=NC(CC(N)=O)C(=O)O)c(=O)n(C)c1=O (stereo not drawn) | 1.4
Cc1oc(-c2ccccc2F)nc1CN1CCC(C(=O)NC2CCCCCCC2)CC1 | -0.6
Cc1cc(NC(=O)CCOc2ccc(F)cc2)no1 | -2.2
CCOC(=O)c1cnc2ccc(C(=O)OC)cc2c1NCc1ccco1 | 3.2
CNCc1cc(Cl)cc(OC)c1OC(C)C | -1.0

# A second format for some results above:
MEX-5 binding,Compound
0.7,COC(=O)c1[nH]c2cccc(OC)c2c1NC(=O)CCN1CCN(c2ccccc2F)CC1
1.6,CCOC(=O)c1c(-c2ccccc2)csc1NC(=S)N(CC)CC

# More compounds follow:
mol | MEX-5 binding
COc1ccc(C)cc1N=Nc1ccc(O)c2ncccc12 | 0.9
O=C1CCc2cc(S(=O)(=O)NCCc3ccc(Cl)cc3)cc3c2N1CC3 | -0.7
CCCc1nnc(NC(=O)C(=O)NCCN(CC)CC)s1 | -0.5
CC1(C)CC(=O)C(=CN2CCN(C(=O)c3ccco3)CC2)C(=O)C1 | -1.1
CCOc1cc(-c2nc(-c3ccc(C)nc3OC)no2)cc(OCC)c1OCC | -0.9
C#CCOCCOCCOCCNc1nc(N2CCN(C(=O)C(Cc3cc4ccccc4[nH]3)n3cc(C(N)Cc4ccc(O)cc4)nn3)CC2)nc(N2CCN(C(=O)C(Cc3cc4ccccc4[nH]3)n3cc(C(N)Cc4ccc(O)cc4)nn3)CC2)n1 (stereo not drawn) | -0.3
C=CCOC(=O)C1=C(C)NC(SCC(=O)OCC)=C(C#N)C1c1ccc(O)c(OC)c1 (stereo not drawn) | 0.0
O=C1CCC(C(=O)N2CCN(c3cnccn3)CC2)CN1CCc1ccc(Cl)cc1 (stereo not drawn) | -2.3
COc1ccc2nc(N=Nc3c(O)ccc4ccccc34)sc2c1 | 1.3
N#CC(C#N)=C1C=C2C=C(N3CCOCC3)CCC2CC1 (stereo not drawn) | u
C(=C\c1ccccc1)/CN1CCN(Cc2ccc3c(c2)OCCO3)CC1 | 2.5
COc1ccc(/C=C2\N=C(c3ccccc3Cl)NC2=O)cc1 | -7.0
O=[N+]([O-])C1=CC=C2C(=NC3(CCCCC3)N2O)C1=NCCc1ccccc1 | 0.5
COc1ccc(N(C)C(=O)Nc2ccc3nsnc3c2)cc1 | -0.1
O=C(Nc1ccn(Cc2ccccc2)n1)c1cccc(F)c1 | -0.7
CCCCc1c(C)nc2ccc(Br)cc2c1SCCC#N | 2.9
COc1ccc(-c2cc(C(=O)NN3CCOCC3)c3ccccc3n2)cc1OC | 0.7
O=C(Nc1ccccc1N1CCN(C(=O)c2ccccc2)CC1)c1ccc([N+](=O)[O-])o1 | -0.5
CCC1=NN2C(=N)/C(=C\c3ccc(OCc4cc(=O)n5nc(CC)sc5n4)c(OC)c3)C(=O)N=C2S1 | 4.8
N#CC1=C(N)OC2=C(CCC/C2=C/c2ccoc2)C1c1ccoc1 (stereo not drawn) | -17.9
C#CCOCCOCCOCCNc1nc(N2CCN(C(=O)[C@H](CCC(=O)O)n3cc(C(N)CO)nn3)CC2)nc(N2CCN(C(=O)[C@H](CCCCN)n3cc(C(N)CC(C)C)nn3)CC2)n1 (stereo partly drawn) | -4.6
CCCn1c(SCC(=O)N2CCc3ccccc32)nnc1-c1ccncc1 | -1.6
CCn1nc(C)cc1C(=O)N1CCCC(Nc2ccc(C(C)C)cc2)C1 (stereo not drawn) | 0.5
COC(=O)/C(=C/c1cn(C)c2ccccc12)[N+](=O)[O-] | -3.6
Cc1cccc(NC(=O)c2cnc3sccn3c2=O)c1C | 4.5

# New compounds follow:
mol | MEX-5 binding
COc1ccc(N/N=C(\C#N)C(=N)SCc2ccccc2)cc1 | -2.0
CCCNC(=O)OC[C@H]1O[C@H](CCO/N=C/[C@@H](NS(=O)(=O)c2ccc(C)cc2)[C@H](C)/C=C/CC(=O)OC)C=C[C@@H]1Oc1ccc(OC)cc1 | 0.8
C=CCSc1nc(-c2ccc(OC)cc2)c(C#N)c(=O)n1CC=C | 0.6
CCc1ccc2[nH]c(C(=O)Nc3ccc(Br)c(C)n3)cc2c1 | 0.8
COc1cc(C)ccc1OCc1cc(C(=O)N2CCCCCC2)no1 | 0.2
Cc1cc(C(C)(C)C)oc1C(=O)N1CCN(C(=O)c2oc(C(C)(C)C)cc2C)CC1 | 2.5
O=C1/C(=C/c2ccncc2)CCC/C1=C\c1ccncc1 | 0.3
CC(=O)c1ccc(N(C(=O)Cn2nnc3ccccc32)C(C(=O)NC2CCCCC2)c2cn(C)nc2C)cc1 (stereo not drawn) | -0.7
CCOCc1cc(=O)[nH]c(SC)n1 | -0.9
COc1cc(Cn2c(C(=O)O)cc3sccc32)cc(OC)c1OC | -0.9
COc1ccc(C(=O)Nc2ccccc2C(=O)NCCCn2ccnc2)cc1 | 5.9
Cc1noc(C)c1COc1ccc(C(=O)Nc2cccnc2)cc1 | -1.7
C[C@@H]1CC=C[C@H]2[C@H]1C(=O)N(Cc1ccccc1)[C@H]2c1ccc(F)c(Br)c1 | 0.0
COc1cccc(OCC(=O)NNC(=O)c2ccc3ccccc3c2O)c1 | -0.4
N#C/C(=C/c1ccc(N2CCCCC2)o1)C(=O)Nc1ccc2ccccc2c1 | 4.1
CCCc1cc2c(c(NC(C)=O)n1)c(=O)oc1ccccc12 | -1.2

# Structural class, the compounds so far with a CF3 group (two)
mol | MEX-5 binding
COc1cc(/C=N/Nc2ccc(C(F)(F)F)cn2)cc(OC)c1O | -3.0
CC(=O)N1CCN(c2c(F)c(F)c(C(F)(F)F)c(F)c2F)CC1 | 1.5

# A portion of the library, so the mix of outcomes need not match the whole.
